# Source: PubChem BioAssay
# ERAP1 HTS inh: blocks human ERAP1 aminopeptidase activity | Q9NZ08 | recombinant ERAP1, Leu-AMC fluorescence, 60 min | inhibition, % at 10.7 µM | actives 0.15% (n = 340,000) | AID 652197;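 active = mean replicate inhibition of at least 30%, or all replicates individually reaching that 30% level; inactive = mean below 30% and not every replicate reaching it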;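 note: 0% = neutral control wells and 100% = L-leucinethiol positive control wells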
# PglD inh: PglD (C. jejuni) enzyme inhibition. purified PglD enzyme, DTNB colorimetric CoA detection. inhibition, % at 12.5 µM. actives 0.098% (n = 360,000); in the data active = inhibition above about 16%, passing the limit was not always enough; note: strong numbers were not always called active
# E-selectin induc: E-selectin induction on HUVECs | actives 0.37% (n = 260,000) | activation, % at 7.58 µM | HUVEC E-selectin immunofluorescence imaging; normalized: neutral wells 0, TNF-alpha wells 100 | AID 686992;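 active = mean E-selectin-positive cell signal at least 10% of the positive control, reached in at least 60% of replicates, without over 20% cell loss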;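 note: in these data hits start at about 27%; measured in HUVEC primary endothelial cells; signal is the percent of cells scored E-selectin positive by PE staining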
#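 Test system: HUVEC | Signal: Immunofluorescence imaging | Read-out: Percent E-selectin-positive cells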
# miR122 inh: inhibitors of miR-122 in Huh7 cells; Huh7 miR-122 Renilla luciferase sensor, 48 h; neutral wells = 0, positive control = 100; actives 0.3% (n = 340,000); activation (reporter increase), % at 12.5 µM;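 active = mean replicate activation score at least 90 and every replicate individually at or above 90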;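 note: higher luciferase means less miR-122 activity so hits act as miR-122 inhibitors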
# PGC1a acetyl inh: modulators of PGC1a acetylation; U2OS PGC1a acetylation, AlphaScreen anti-acetyl-lysine; with virally co-expressed GCN5 acetyltransferase; inhibition, % at 15.6 µM; actives 0.17% (n = 350,000);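 active = every replicate shows inhibition of at least 40%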;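 note: 0% = neutral control wells and 100% = positive control wells; some results beyond the cut were filed as inactive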
# Cneo AK release: causes C. neoformans cell lysis; adenylate kinase release luminescence, 4 h; normalised: neutral wells 0, clomiphene wells 100; lysis activity, % at 15 µM; actives 0.2% (n = 360,000); AID 651654;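 active = mean lysis activity across replicates of at least 80%, whatever share of replicates individually reach that level; inactive = mean lysis activity below 80%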
#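 Material: C. neoformans cells; Schedule: 4 h static compound exposure, 37 °C, read 1 h post-reagent; Measured by: adenylate kinase release luminescence; Read-out: signal increase indicating cell lysis; Controls: Clomiphene as positive lysis control.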
# RAD52 inh: inhibitors of human RAD52 DNA annealing | actives 0.46% (n = 360,000) | recombinant RAD52 DNA annealing, FRET fluorescence | inhibition, % at 18.7 µM | P43351 | AID 651710;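 active = every replicate showing at least 50% inhibition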
# RAD54 branch: blocks human RAD54 Holliday junction branch migration; Q92698; FAM/BHQ fluorescence; inhibition, % at 10.4 µM; actives 0.14% (n = 360,000);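 active = mean normalized replicate activity at least 40 and at least half of replicates scoring 40 or more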;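 note: 0% = median of neutral control wells and 100% = median of positive control wells; inhibitors cause a drop in the FAM fluorescence signal; in these data hits start at about 50%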
# Target sequence (Q92698 whole entry, looked up): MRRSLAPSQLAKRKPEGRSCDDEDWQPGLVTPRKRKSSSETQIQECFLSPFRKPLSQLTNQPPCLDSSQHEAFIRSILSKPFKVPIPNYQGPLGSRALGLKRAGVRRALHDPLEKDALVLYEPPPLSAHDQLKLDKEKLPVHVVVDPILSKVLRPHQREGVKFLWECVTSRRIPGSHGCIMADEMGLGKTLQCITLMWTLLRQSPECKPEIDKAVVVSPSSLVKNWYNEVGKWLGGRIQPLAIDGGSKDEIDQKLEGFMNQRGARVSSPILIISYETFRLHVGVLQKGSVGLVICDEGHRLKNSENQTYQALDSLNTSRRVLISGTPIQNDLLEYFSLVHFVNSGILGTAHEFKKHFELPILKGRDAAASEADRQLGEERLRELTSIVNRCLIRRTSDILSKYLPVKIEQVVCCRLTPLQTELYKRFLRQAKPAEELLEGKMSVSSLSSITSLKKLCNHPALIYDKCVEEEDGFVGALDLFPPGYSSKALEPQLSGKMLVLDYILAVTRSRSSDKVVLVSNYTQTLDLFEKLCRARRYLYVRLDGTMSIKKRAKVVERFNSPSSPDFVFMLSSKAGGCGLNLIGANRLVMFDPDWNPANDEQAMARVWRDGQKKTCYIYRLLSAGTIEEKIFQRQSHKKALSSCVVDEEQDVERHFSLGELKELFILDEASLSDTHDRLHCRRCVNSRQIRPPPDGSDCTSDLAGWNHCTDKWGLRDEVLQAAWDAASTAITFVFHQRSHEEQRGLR
# * marks the source's active call; other numbers are inactive results; / = not tested or not shown; [ ] = remark or other dose. Hits appear at their usual frequency; any-hit rate near 1.4%.
entry	smiles	ERAP1 HTS inh	PGC1a acetyl inh	PglD inh	RAD54 branch	E-selectin induc	RAD52 inh	miR122 inh	Cneo AK release
1	O=C1Cc2ccccc2Sc2c(OCCN3CCCCC3)cccc21	/	/	-13	20	/	/	26	-4
2	CC(C)C[C@H](NC(=O)c1nc[nH]c1C(=O)N[C@@H](CC(C)C)C(=O)OC(C)(C)C)C(=O)OC(C)(C)C	-1	/	-6	2	/	1	/	-1
3	COc1ccc(NC(=O)CSc2nnc(CNC(=O)COc3ccc(Cl)cc3)o2)c(OC)c1	/	4	5	-6	/	/	-1	-2
4	O=c1ccc2cc(S(=O)(=O)Nc3ccc(F)cc3)ccc2o1	/	4	-6	3	/	/	22	-2
5	Cc1ccc(S(=O)(=O)N(C)c2ccc(C)c([N+](=O)[O-])c2)cc1	-3	-32	/	/	1.4	-5	/	/
6	COc1ccc(Br)cc1CN(C)C(=O)Cc1ccc(OC)c(S(=O)(=O)N2CCOCC2)c1	1	1	5	1	-0.5	-21	0	1
7	c1ccc2c(-c3nc(-c4ccncc4)no3)cccc2c1	/	4	-5	3	/	/	7	0
8	CC(C)CCn1c(C(C)O)nc2ccccc21 (stereo not given)	/	4	3	1	/	/	4	-3
9	CC1CCN(C(=O)Cn2c(SCC(=O)Nc3nccs3)nc3ccccc32)CC1	/	5	1	-1	/	/	0	-2
10	COc1cc(/C=C/C(=O)OCC(=O)c2ccc[nH]2)ccc1O	-1	-7	1	4	-0.1	-21	-4	2
11	FC(F)(F)c1ccccc1Cc1c(-c2ccco2)nc2ccc(Br)cn12	0	1	0	1	/	-38	0	-1
12	CC(/C=N/NC(=O)CSc1nc(C)cc(C)n1)=C\c1ccccc1	/	-7	1	7	/	/	4	2
13	CCN(CC)CCN(C(=O)c1ccc2c(c1)CCCC2)c1nc2ccc(OC)cc2s1	4	/	-3	11	/	12	-5	8
14	COc1cccc(-c2ccc3c(c2)[C@H]2[C@H](CCN2C(=O)NC2CCCC2)[C@H](CO)N3C)c1	1	-31	0	6	-0.9	-33	3[16.7 µM]	59
15	CC(=O)N=c1sccn1CC(O)c1ccccc1 (stereo not given)	0	/	-2	4	/	-1	/	2
16	COc1cc(C2c3[nH]c4ccccc4c3C[C@H]3C(=O)N(CCO)CC(=O)N23)cc(OC)c1OC (stereo not given in full)	-1	10	3	4	0.2	-10	-6	4
17	COc1ccc(NC(=O)C2(C)CCN2CCc2ccccc2)cc1OC (stereo not given)	4	/	4	1	0.2	-2	/	5
18	O=C(O)CCC(=O)N1CCN(c2cccc(Cl)c2)CC1	/	-1	-9	1	/	/	-5	-5
19	C[C@@H]1CCCCO[C@H](CN(C)CC2CCCCC2)[C@H](C)CN([C@@H](C)CO)C(=O)c2cc(NC(=O)Nc3ccc4c(c3)OCO4)ccc2O1	-3	-21	-1	0	0.1	16	0[16.7 µM]	3
20	Cc1cc(-c2c(C(=O)N3CCOCC3)c(C)nn2-c2ccccc2)no1	/	4	0	-5	/	-9	13	-1
21	COCc1ccc([C@@H]2C[C@H]3CN(Cc4ccccc4C)C(=O)[C@]34CCCN24)o1	-2	-1	-2	3	1.6	-12	-3	-4
22	COc1ccc(OC)c(C(c2nnnn2C2CCCC2)N2CCN(c3ccccc3)CC2)c1 (stereo not given)	/	-15	-9	-3	/	/	11	1

# Limited to miR122 inh, for 2 of the compounds above:
nr	SMILES	miR122 inh
20	Cc1cc(-c2c(C(=O)N3CCOCC3)c(C)nn2-c2ccccc2)no1	13
21	COCc1ccc([C@@H]2C[C@H]3CN(Cc4ccccc4C)C(=O)[C@]34CCCN24)o1	-3

# Rewritten with one line to a screen: 13 of the compounds above
7) c1ccc2c(-c3nc(-c4ccncc4)no3)cccc2c1
8) CC(C)CCn1c(C(C)O)nc2ccccc21 (stereo not given)
9) CC1CCN(C(=O)Cn2c(SCC(=O)Nc3nccs3)nc3ccccc32)CC1
10) COc1cc(/C=C/C(=O)OCC(=O)c2ccc[nH]2)ccc1O
11) FC(F)(F)c1ccccc1Cc1c(-c2ccco2)nc2ccc(Br)cn12
12) CC(/C=N/NC(=O)CSc1nc(C)cc(C)n1)=C\c1ccccc1
13) CCN(CC)CCN(C(=O)c1ccc2c(c1)CCCC2)c1nc2ccc(OC)cc2s1
14) COc1cccc(-c2ccc3c(c2)[C@H]2[C@H](CCN2C(=O)NC2CCCC2)[C@H](CO)N3C)c1
Compound,7,8,9,10,11,12,13,14
ERAP1 HTS inh,/,/,/,-1,0,/,4,1
PGC1a acetyl inh,4,4,5,-7,1,-7,/,-31
PglD inh,-5,3,1,1,0,1,-3,0
RAD54 branch,3,1,-1,4,1,7,11,6
E-selectin induc,/,/,/,-0.1,/,/,/,-0.9
RAD52 inh,/,/,/,-21,-38,/,12,-33
miR122 inh,7,4,0,-4,0,4,-5,3[16.7 µM]
Cneo AK release,0,-3,-2,2,-1,2,8,59

15) CC(=O)N=c1sccn1CC(O)c1ccccc1 (stereo not given)
16) COc1cc(C2c3[nH]c4ccccc4c3C[C@H]3C(=O)N(CCO)CC(=O)N23)cc(OC)c1OC (stereo not given in full)
17) COc1ccc(NC(=O)C2(C)CCN2CCc2ccccc2)cc1OC (stereo not given)
18) O=C(O)CCC(=O)N1CCN(c2cccc(Cl)c2)CC1
19) C[C@@H]1CCCCO[C@H](CN(C)CC2CCCCC2)[C@H](C)CN([C@@H](C)CO)C(=O)c2cc(NC(=O)Nc3ccc4c(c3)OCO4)ccc2O1
Compound,15,16,17,18,19
ERAP1 HTS inh,0,-1,4,/,-3
PGC1a acetyl inh,/,10,/,-1,-21
PglD inh,-2,3,4,-9,-1
RAD54 branch,4,4,1,1,0
E-selectin induc,/,0.2,0.2,/,0.1
RAD52 inh,-1,-10,-2,/,16
miR122 inh,/,-6,/,-5,0[16.7 µM]
Cneo AK release,2,4,5,-5,3
